# Bioassay records deposited in PubChem BioAssay by several laboratories.
# ARFGAP1 inhibitor: inhibitors of rat ARFGAP1 GAP activity, primary screen, biochemical, fluorescence polarization, GDP tracer; Arfgap1-stimulated ARF1 GTP hydrolysis, GDP FP detection; inhibition, % at 16.5 µM; 360,000 tested, 0.26% active;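 active means inhibition above a per-plate limit, mean inhibition of low control wells plus 3 SD, cut at about 25% in these data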;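 further: 0% = DMSO wells with enzyme and 100% = wells lacking Arfgap1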
#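 Assay system: purified rat His6-Arfgap1 residues 1-136 (GAP domain); Reagent: human Δ17 ARF1 bound to GTP; Dosing: 16.5 µM single point, 1.26% DMSO; Times: GTP hydrolysis reaction 2 h at 25 °C; Signal: FP, GDP Alexa 633 tracer displaced from anti-GDP antibody, 620/688 nm; Measure: % inhibition from polarization.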
# NPR2 activator: human GC-B receptor activators, primary screen, HEK293 GC-B cells, cGMP TR-FRET, EC30 CNP; 0% at EC30 CNP, 100% saturating CNP; AID 1920062, 2024; 370,000 tested, 0.11% active; activation, % at 10 µM;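 active means activation at 10 µM reaching about 35% in either raw or pattern-adjusted values, limit read from the data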
# ASAP1 GAP inh: inhibitors of human ASAP1 ArfGAP activity, primary screen, biochemical, fluorescence polarization. ASAP1-stimulated ARF1 GTP hydrolysis, GDP FP detection. inhibition, % at 16.5 µM. 360,000 tested, 0.19% active; in the data active means inhibition above about 25%;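 further: 0% = vehicle with enzyme and substrate and 100% = no enzyme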
# ABHD4 inh: ABHD4 inhibitors, primary screen, biochemical, fluorescence polarization, mouse. (Lyso)-N-acylphosphatidylethanolamine lipase (Mus musculus), Q8VD66. purified mABHD4, FP-Rh probe fluorescence polarization. inhibition, % at 8.92 µM. 370,000 tested, 0.54% active. AID 720543, 2013;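 active means inhibition exceeding the mean over every tested compound plus 3 SD, cut at about 30% in these data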;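 further: 0% = plate median of compound wells and 100% = S159A mutant with DMSO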
#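 assay system = mABHD4 protein | compound dosing = single nominal dose of 8.92 µM, 0.89% DMSO final | read-out basis = percent inhibition of probe binding, normalized to plate controls | schedule = Enzyme–compound pre-incubation 45 min, then probe 60 min, both 25 °C | detection = fluorescence polarization, excitation 525 nm, emission 598 nm, BODIPY TMR filters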
# rCAG RNA binder: binders of r(CAG) RNA repeats, primary screen, biochemical, fluorescence; 370,000 tested, 1.3% active; inhibition, % at 3 µM; r(CAG) RNA repeat, TO-PRO-1 dye displacement fluorescence;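 active means inhibition above the plate cutoff, the mean of all test compounds on that plate plus 3 SD, cut at about 35% in these data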;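 further: 0% = DMSO alone and 100% = 100 µM mitoxantrone as full dye displacement; higher means more dye released from RNA so lower well fluorescence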
# SMARCA2 activ: SMARCA2 (BRM) function activators, primary screen, cell-based, luminescence, high throughput; 370,000 tested, 1% active; activation, % at 9.1 µM; AID 652017, 2013; MG213 cells, MMTV-luciferase reporter, dexamethasone, overnight; in the data active means activation above about 7.8%;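 further: 0% = vehicle wells and 100% = reference activator wells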
# PG9 binder: binders of HIV-1 gp120 antibody PG9, primary screen, biochemical, TR-FRET. AID 624416, 2012. 360,000 tested, 0.43% active. TR-FRET gp120-PG9 antibody binding. HIV-1 gp120 / PG9 antibody interaction. inhibition, % at 6.7 µM; in the data active means inhibition above about 8.5%
# HTRA1 inh: HTRA1 serine protease inhibitors, primary screen, biochemical, fluorescence polarization, HTS. Q92743. recombinant HTRA1, FP-rhodamine activity-based probe. inhibition, % at 5.96 µM. 340,000 tested, 0.5% active. AID 504803, 2011; in the data active means inhibition above about 36%;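 further: 0% = enzyme with DMSO and 100% = wells lacking enzyme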
# NPR1 activator: GC-A stimulated cGMP production enhancers – HEK293 GC-A cells, cGMP TR-FRET, EC30 ANP, primary screen. 0% at EC30 ANP, 100% saturating ANP. activation, % at 10 µM. 370,000 tested, 0.14% active. AID 1671463, 2021; in the data active means activation above about 40%
# Target sequence (P16066 whole entry, looked up): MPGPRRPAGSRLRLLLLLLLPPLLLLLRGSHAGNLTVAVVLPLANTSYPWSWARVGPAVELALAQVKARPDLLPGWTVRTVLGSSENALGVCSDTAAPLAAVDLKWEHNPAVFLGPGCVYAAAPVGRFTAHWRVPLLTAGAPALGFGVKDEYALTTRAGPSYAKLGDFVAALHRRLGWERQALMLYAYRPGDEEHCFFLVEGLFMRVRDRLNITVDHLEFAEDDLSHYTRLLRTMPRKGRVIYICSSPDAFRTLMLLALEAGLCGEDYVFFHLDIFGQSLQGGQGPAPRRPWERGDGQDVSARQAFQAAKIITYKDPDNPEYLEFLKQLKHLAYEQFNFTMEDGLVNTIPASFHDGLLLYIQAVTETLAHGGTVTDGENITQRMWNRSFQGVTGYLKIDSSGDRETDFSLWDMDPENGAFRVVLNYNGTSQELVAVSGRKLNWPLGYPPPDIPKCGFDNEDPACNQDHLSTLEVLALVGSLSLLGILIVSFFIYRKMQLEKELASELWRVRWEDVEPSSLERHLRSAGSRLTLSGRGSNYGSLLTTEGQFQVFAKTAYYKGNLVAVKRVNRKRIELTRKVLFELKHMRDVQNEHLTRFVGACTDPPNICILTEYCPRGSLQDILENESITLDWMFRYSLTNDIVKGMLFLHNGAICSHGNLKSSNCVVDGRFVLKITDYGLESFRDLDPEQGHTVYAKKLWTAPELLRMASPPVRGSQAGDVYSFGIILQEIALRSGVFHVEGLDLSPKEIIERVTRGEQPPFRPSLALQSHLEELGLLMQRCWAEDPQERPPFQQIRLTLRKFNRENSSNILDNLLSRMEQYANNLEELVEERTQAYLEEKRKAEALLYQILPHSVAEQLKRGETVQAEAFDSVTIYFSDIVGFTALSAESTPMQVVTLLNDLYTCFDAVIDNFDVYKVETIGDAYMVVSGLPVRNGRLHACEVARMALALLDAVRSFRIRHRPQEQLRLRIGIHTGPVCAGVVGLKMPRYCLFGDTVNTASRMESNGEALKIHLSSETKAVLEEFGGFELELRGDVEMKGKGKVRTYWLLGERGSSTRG
# NR1D1 modulator: modulators of Rev-erb alpha DNA binding, primary screen, biochemical, FITC-DNA, fluorescence polarization, uHTS | activity, % at 10 µM | 370,000 tested, 0.79% active | Nuclear receptor subfamily 1 group D member 1 (Homo sapiens), P20393 | Rev-erbα–FITC-DNA binding, 90 min;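 active means activity above about 14%, limit read from the data; passing the limit was not always enough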;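 further: 0% = DMSO wells with 35 nM protein and 100% = DMSO wells with 750 nM protein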
# An asterisk follows results filed as active; nt = no result given.
nr	compound	ASAP1 GAP inh	ARFGAP1 inhibitor	rCAG RNA binder	NPR2 activator	NR1D1 modulator
1	Cc1ccc(NC(=O)COc2coc(CN3CCc4ccccc43)cc2=O)c(C)c1	16	17	3	-5	1
2	CCC(=O)N(Cc1ccco1)C1CC(=O)N(c2ccccc2)C1=O (configuration not stated)	-17	-5	2	8	-2
3	O=C(c1ccc(Cl)c(F)c1F)N1CCOCC1	4	-1	2	2	4
4	CCn1c(SCC(=O)Nc2nc(C)cs2)nnc1-c1ccoc1C	-4	0	-6	-1	-3
5	CCC/C(O)=N\S(=O)(=O)c1ccc(N=NN(C)C)cc1	-3	12	0	1	0
6	CCN(CC)CCNC(=O)c1cc(-c2ccc(Br)s2)nc2ccccc12	-4	-3	8	-8	1
7	CC1=CC(=O)OC1Cc1ccncc1 (configuration not stated)	11	-5	-4	2	6
8	O=C(Oc1ccc(C(=S)N2CCCCC2)cc1)c1ccccc1F	-5	-7	-5	1	-5
9	Cc1ccc(S(=O)(=O)N(C)S(=O)(=O)c2ccc(C)cc2)cc1	9	6	-7	-2	3
10	O=C(c1ccccc1Cl)N1CCC(O)(c2cccnc2)CC1	10	1	-4	5	8
11	COc1ccc(NC(=O)Cn2c(=O)sc3ccccc32)c(OC)c1	-2	-9	0	-1	5
12	C[C@H](NC(=O)c1nc[nH]c1C(=O)NC1CCNCC1)C(=O)OC(C)(C)C	2	8	10	6	-5
13	CC(CN1CCCCC1)OC(=O)c1ccco1 (configuration not stated)	5	-2	3	3	1
14	COc1cc(/C=C/C(=O)OCC(=O)N(C)Cc2ccccc2)cc(OC)c1OC	-1	8	-2	9	0
15	CCOC(=O)N/N=C/c1c(F)c(F)c(F)c(F)c1F	0	-8	5	-1	9

nr	ABHD4 inh	SMARCA2 activ	PG9 binder	NPR1 activator	HTRA1 inh
1	-5	-1	-3.6	-1	-2
2	3	-2	-0.9	-2	-5
3	2	2	-3.5	4	-1
4	-8	-3	1.4	-5	1
5	-2	-2	-0.3	-2	3
6	-4	3	15*	-4	-3
7	3	0	0.3	0	11
8	3	1	-1.6	-2	-8
9	2	-1	0.4	4	-3
10	2	-1	0.2	6	6
11	5	1	-1.8	-1	1
12	-5	-1	1.4	4	-4
13	1	-3	1.0	1	7
14	7	-4	0.8	0	-2
15	-9	-4	-0.5	2	3

# Carrying on:
nr	compound	ASAP1 GAP inh	ARFGAP1 inhibitor	rCAG RNA binder	NPR2 activator	NR1D1 modulator
16	COc1ccc(CNS(=O)(=O)CCNCc2ccccc2OC)cc1	-2	52*	1	-11	-1
17	COCCNC(=S)NCCc1ccc(Cl)cc1Cl	1	-1	-3	-5	2
18	CC(OC(=O)Cc1n[nH]c(=O)c2ccccc12)C(=O)Nc1ccc(F)cc1 (configuration not stated)	3	10	-11	5	-2
19	Cc1cccc(OCCCCCn2ccnc2)c1C	-4	-8	-7	0	7
20	CCSc1ccc2nnc(-c3cccs3)n2n1	11	-1	3	-10	-7
21	Cc1cc(C)cc(N(CC(=O)O)S(=O)(=O)c2c(C)[nH]c(=O)[nH]c2=O)c1	6	-4	0	1	-5
22	O=C(NCC(=O)N1CC=C(c2ccccc2)CC1)c1ccco1	1	-2	0	2	1
23	Cc1nc2ccc(NC(=S)NC3CCCCC3)cc2nc1C	-10	-11	6	7	3
24	COc1ccccc1NC(=O)c1ccc(C(=O)c2ccccc2)o1	6	4	-3	-6	8
25	CCOc1ccc(N2C(=O)Cc3ccccc3C2=O)cc1	-3	-10	18	10	0
26	O=C(CSc1cccc2cccnc12)Nc1ccccc1F	8	2	0	0	-6
27	O=CN(CCNc1ccccc1)c1ccccc1	-9	4	0	0	2
28	CCOc1ccccc1-n1nnnc1SCC(=O)NCC1(N2CCOCC2)CCCCC1	-15	-10	1	2	0
29	N/C(=N\c1nc(CSc2nc3ccccc3s2)cc(=O)[nH]1)Nc1ccc(F)cc1	-2	7	2	-3	7
30	CCn1c(C)nnc1SCC(=O)Nc1ccc2c(c1)OCCO2	-13	0	1	7	4

nr	ABHD4 inh	SMARCA2 activ	PG9 binder	NPR1 activator	HTRA1 inh
16	7	-1	0.3	-9	0
17	-10	-3	0.5	4	-9
18	5	1	-0.5	0	-2
19	6	-5	2.5	0	-4
20	-2	-2	-1.7	-6	-1
21	4	3	-0.5	-1	3
22	3	-2	-0.1	1	-4
23	-1	4	0.7	3	-8
24	-12	2	-0.8	-4	-10
25	7	-3	-1.2	0	-9
26	-4	0	0.8	-3	-4
27	-4	-6	0.5	-1	-1
28	5	-3	1.9	4	0
29	1	2	9.3*	-9	0
30	-10	-3	-2.9	0	2

# (next part)
nr	compound	ASAP1 GAP inh	ARFGAP1 inhibitor	rCAG RNA binder	NPR2 activator	NR1D1 modulator
31	Cc1ccccc1OCCN(C#N)c1nc(N(C)C)nc(N(C)C)n1	7	-3	-5	3	10
32	Cc1nc(C)c(C(=O)NNS(=O)(=O)c2ccc([N+](=O)[O-])cc2)s1	4	5	0	-1	0
33	Cc1ccc2c(c1)c1c3n2CCN(C(=O)C2CC2)C3CCC1 (configuration not stated)	-7	10	8	-4	-7
34	CC(=O)c1cccc(OCc2cc(C(=O)NCCC3=CCCCC3)no2)c1	-8	0	-7	-4	1
35	Cc1[nH]ncc1-c1nc2ccccc2[nH]1	11	2	1	3	7
36	O=C(OC12CCCN(C1)/C(=C/c1ccncc1)C2)c1ccc(F)cc1 (configuration not stated)	nt	nt	4	10	-2
37	Nc1ccc(C(CC(=O)O)n2cccc2)cc1 (configuration not stated)	6	2	12	1	11
38	Cc1nnc(SCC(C)C)[nH]c1=O	-13	-13	2	-1	-1
39	CC(C)(C)c1cc2nc(NCCc3ccc(S(N)(=O)=O)cc3)ccn2n1	-2	-10	3	-3	-5
40	Oc1ccccc1-c1cc(-c2ccc(Cl)cc2)n[nH]1	11	4	19	-5	3
41	CN(C)S(=O)(=O)c1cccc(NC(=O)COC(=O)/C=C/c2cccs2)c1	-8	-2	-4	-2	3
42	CCOC(=O)CSc1nc2cc(OC)ccc2cc1C#N	5	-1	-2	-9	30*
43	COc1ccc(CNCC(O)(c2ccc(F)cc2)c2ccc(F)cc2)cc1	-1	6	-6	-24	6
44	CC(CN1CCCC1)OC(=O)c1ccccc1Cl (configuration not stated)	-8	-8	0	0	-1
45	Nc1nc2n(n1)C(c1ccco1)CC(c1ccc(F)cc1)N2 (configuration not stated)	1	-1	0	-1	1

nr	ABHD4 inh	SMARCA2 activ	PG9 binder	NPR1 activator	HTRA1 inh
31	7	-3	-1.7	-2	2
32	8	0	-0.9	-1	1
33	7	1	-2.4	0	5
34	-5	2	-2.2	-4	-15
35	6	0	-1.1	0	8
36	-4	-1	nt	-1	nt
37	19	-2	0.1	0	-4
38	-9	0	0.5	5	6
39	-10	-1	-0.9	-4	nt
40	-44	0	-0.3	32	-39
41	0	-1	-3.0	1	-7
42	-3	4	0.5	-17	-5
43	-1	-2	-1.3	-33	-11
44	-6	0	-0.8	7	12
45	-1	3	2.6	0	1

# An excerpt of these results, tab-delimited:
cpd	SMILES	ASAP1 GAP inh	ARFGAP1 inhibitor	rCAG RNA binder	NPR2 activator	NR1D1 modulator	ABHD4 inh	SMARCA2 activ	PG9 binder	NPR1 activator	HTRA1 inh
34	CC(=O)c1cccc(OCc2cc(C(=O)NCCC3=CCCCC3)no2)c1	-8	0	-7	-4	1	-5	2	-2.2	-4	-15
35	Cc1[nH]ncc1-c1nc2ccccc2[nH]1	11	2	1	3	7	6	0	-1.1	0	8
36	O=C(OC12CCCN(C1)/C(=C/c1ccncc1)C2)c1ccc(F)cc1 (configuration not stated)	nt	nt	4	10	-2	-4	-1	nt	-1	nt
37	Nc1ccc(C(CC(=O)O)n2cccc2)cc1 (configuration not stated)	6	2	12	1	11	19	-2	0.1	0	-4
38	Cc1nnc(SCC(C)C)[nH]c1=O	-13	-13	2	-1	-1	-9	0	0.5	5	6
39	CC(C)(C)c1cc2nc(NCCc3ccc(S(N)(=O)=O)cc3)ccn2n1	-2	-10	3	-3	-5	-10	-1	-0.9	-4	nt
40	Oc1ccccc1-c1cc(-c2ccc(Cl)cc2)n[nH]1	11	4	19	-5	3	-44	0	-0.3	32	-39
41	CN(C)S(=O)(=O)c1cccc(NC(=O)COC(=O)/C=C/c2cccs2)c1	-8	-2	-4	-2	3	0	-1	-3.0	1	-7
42	CCOC(=O)CSc1nc2cc(OC)ccc2cc1C#N	5	-1	-2	-9	30*	-3	4	0.5	-17	-5
43	COc1ccc(CNCC(O)(c2ccc(F)cc2)c2ccc(F)cc2)cc1	-1	6	-6	-24	6	-1	-2	-1.3	-33	-11
44	CC(CN1CCCC1)OC(=O)c1ccccc1Cl (configuration not stated)	-8	-8	0	0	-1	-6	0	-0.8	7	12

# New compounds follow
nr	compound	ASAP1 GAP inh	ARFGAP1 inhibitor	rCAG RNA binder	NPR2 activator	NR1D1 modulator
46	S=C(NCCCN1CCOCC1)N1CCN(c2cccc(Cl)c2)CC1	-18	4	-7	0	-3
47	COc1ccc(C2=NO[C@@H]3C(=O)N(c4ccc(C)cc4C)C(=O)[C@H]23)cc1OC	-1	9	1	4	-3
48	COc1ccc(N2CCN(C(=S)Nc3cc(C)cc(C)c3)CC2)cc1	-6	8	-1	7	0
49	Cc1ccc(Cc2cnc(NC(=O)c3cccs3)s2)cc1	0	5	6	0	-2
50	CCc1cc(=O)oc2cc(C)cc(OC(C)C(=O)NCc3cccnc3)c12 (configuration not stated)	-8	7	-5	-12	7
51	CC1(C)CC(=O)C=C(c2ccc(F)nc2)C1	-7	-5	0	5	-2
52	O=C(CSc1nnc(Cn2cnc3ccccc32)o1)c1ccccc1	-3	6	0	-3	-2
53	O=[N+]([O-])c1cccc(COc2ccc(CN3CCOCC3)cc2)c1	11	-4	2	1	-11
54	COC(=O)c1ccc(NC(=O)COc2cccc3c2OC(C)(C)C3)cc1	2	-1	-5	1	4
55	FC(F)(F)c1cccc(NC(=S)NCC2COc3ccccc3O2)c1 (configuration not stated)	18	-2	6	-4	3

nr	ABHD4 inh	SMARCA2 activ	PG9 binder	NPR1 activator	HTRA1 inh
46	9	-4	-3.8	2	2
47	3	2	-2.1	1	0
48	-1	-1	-2.2	1	-4
49	-5	1	-0.8	0	-70
50	-1	-2	-0.5	-5	-1
51	5	1	0.7	3	1
52	10	-2	0.6	0	1
53	-2	3	-0.5	2	-3
54	-8	-2	0.4	2	-11
55	-37	2	-1.1	4	-27
